KB-V1 cytotox: KB-V1 MDR subline cytotoxicity; KB-V1 MDR cells viability, CellTiter-Glo, 72 h; 3.4% of 400,000 active; Potency, µM (highest dose often 46.1 µM), for inactives: at the highest dose activity change, negative = cytotoxicity, actives largely listed as cytotoxic; note: potency is the fitted concentration of half-maximal effect; % is set by controls: 0 for no effect and ±100 for the full control effect; nearly all actives have a fitted effect of over 60% in size
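Readout: CellTiter-Glo luminescence, 10 min after addition. Cells: KB-V1 MDR subline, 72 h at 37 degrees C with compound. Analysis: corrected, normalized data fitted to concentration-effect curves.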
SW480 rereplic: induces DNA re-replication in SW480 colon adenocarcinoma cells; SW480 DNA re-replication, Hoechst DNA content imaging, 48 h; Potency, µM (top dose mostly 46.1 µM), for inactives: top-dose re-replication activation, usual class: activators; 1.8% of 340,000 active; AID 624297; note: potency is the fitted concentration of half-maximal effect; % of control where 0% means no effect; nearly all actives have a fitted effect of over 55% in size
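SW480 cells exposed to compounds for 48 hr at 37 C, 5% CO2, then Hoechst-stained 40 min. Nuclear DNA content imaged by fluorescence scanning (405 nm excitation, 500-530 nm emission); re-replication scored as increased high-intensity nuclei.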
HT1080 IDH1KD tx: kills HT-1080 cells with IDH1 knockdown. HT-1080 IDH1 knockdown viability, ATP luminescence, 48 h. Potency, µM (doses to about 46.1 µM), for inactives: at the top dose activity, negative = toxicity, hits mostly cytotoxic. 2% of 360,000 active;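 note: potency is the fitted concentration of half-maximal effect; 0% = DMSO wells and -100% = cell-free medium wells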
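Viability of IDH1-knockdown HT-1080 fibrosarcoma cells was assessed by CellTiter-Glo after 48 h at 37 °C with titrated compound; concentration-effect curves were classified by fit quality and response size.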
MCF10A rerep: induces DNA re-replication in MCF 10a normal breast cells | MCF 10A DNA re-replication, Hoechst nuclear intensity, 48 h | Potency, µM (series often up to 46.1 µM), for inactives: top-dose activity, positive = re-replication, usual class: activators | 2.9% of 350,000 active; note: potency is the fitted concentration of half-maximal effect; % of control where 0% means no effect; nearly all actives have a fitted effect of over 50% in size
KB-3-1 tox: kills parental KB-3-1 adenocarcinoma cells. KB-3-1 viability, CellTiter-Glo ATP luminescence, 72 h. Potency, µM (series often up to 46.1 µM), without a hit: at the top dose activity change, negative = cytotoxic, usual class: cytotoxic. 1.4% of 400,000 active. AID 1347075; note: potency is the fitted concentration of half-maximal effect; % is set by controls: 0 for no effect and ±100 for the full control effect; nearly all actives have a fitted effect of over 60% in size
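Multi-concentration cytotoxicity screen in KB-3-1 cells grown in DMEM lacking phenol red with 10% FBS. After 72 h at 37 °C with compound, ATP-dependent luminescence was recorded.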
IL1B secr inh: inflammasome signaling inhibition, IL-1 beta readout | THP-1 LPS/ATP IL-1B secretion, AlphaLISA, 16 h; hits give low values | 4.7% of 360,000 active | activity change, % at 57.5 µM; in the data active = activity change below about -50%; inconclusive = mostly about -30% to -49%; note: % is set by controls: 0 for no effect and ±100 for the full control effect
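Secreted IL-1B measured by AlphaLISA bead assay after 16 h compound exposure of THP-1 cells; compounds (final up to 57.5 uM) added 1 h before LPS (250 ng/mL) and ATP (1.25 mM) stimulation; lower signal means less secretion.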
ATXN2 expr inh: ATXN2 expression inhibition. HEK-293 ATXN2-luciferase reporter, luminescence, 24 h. Potency, µM (highest dose often 57 µM), inactives show top-dose activity change, negative = inhibition, usual class: inhibitors. 0.72% of 360,000 active; note: potency is the fitted concentration of half-maximal effect; % is set by controls: 0 for no effect and ±100 for the full control effect; nearly all actives have a fitted effect of over 55% in size
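qHTS (up to 57 uM final) was run with 24 h compound exposure of reporter cells at 37 °C. Each well was multiplexed: SteadyGlo luminescence measured ATXN2-luciferase expression after a fluorogenic Gly-Phe-AFC viability readout (25 uM final).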
WRN inhibitor: WRN helicase (human) inhibition | WRN helicase unwinding, fluorescent forked duplex, kinetic | AID 651768 | 0.46% of 360,000 active | Potency, µM (titrated, usually from 114 µM), without a hit: at the top dose activity change, negative = inhibition, hits mostly inhibitors; note: potency is the fitted concentration of half-maximal effect; % is set by controls: 0 for no effect and ±100 for the full control effect; nearly all actives have a fitted effect of over 55% in size
Target sequence (Q14191 whole entry, looked up): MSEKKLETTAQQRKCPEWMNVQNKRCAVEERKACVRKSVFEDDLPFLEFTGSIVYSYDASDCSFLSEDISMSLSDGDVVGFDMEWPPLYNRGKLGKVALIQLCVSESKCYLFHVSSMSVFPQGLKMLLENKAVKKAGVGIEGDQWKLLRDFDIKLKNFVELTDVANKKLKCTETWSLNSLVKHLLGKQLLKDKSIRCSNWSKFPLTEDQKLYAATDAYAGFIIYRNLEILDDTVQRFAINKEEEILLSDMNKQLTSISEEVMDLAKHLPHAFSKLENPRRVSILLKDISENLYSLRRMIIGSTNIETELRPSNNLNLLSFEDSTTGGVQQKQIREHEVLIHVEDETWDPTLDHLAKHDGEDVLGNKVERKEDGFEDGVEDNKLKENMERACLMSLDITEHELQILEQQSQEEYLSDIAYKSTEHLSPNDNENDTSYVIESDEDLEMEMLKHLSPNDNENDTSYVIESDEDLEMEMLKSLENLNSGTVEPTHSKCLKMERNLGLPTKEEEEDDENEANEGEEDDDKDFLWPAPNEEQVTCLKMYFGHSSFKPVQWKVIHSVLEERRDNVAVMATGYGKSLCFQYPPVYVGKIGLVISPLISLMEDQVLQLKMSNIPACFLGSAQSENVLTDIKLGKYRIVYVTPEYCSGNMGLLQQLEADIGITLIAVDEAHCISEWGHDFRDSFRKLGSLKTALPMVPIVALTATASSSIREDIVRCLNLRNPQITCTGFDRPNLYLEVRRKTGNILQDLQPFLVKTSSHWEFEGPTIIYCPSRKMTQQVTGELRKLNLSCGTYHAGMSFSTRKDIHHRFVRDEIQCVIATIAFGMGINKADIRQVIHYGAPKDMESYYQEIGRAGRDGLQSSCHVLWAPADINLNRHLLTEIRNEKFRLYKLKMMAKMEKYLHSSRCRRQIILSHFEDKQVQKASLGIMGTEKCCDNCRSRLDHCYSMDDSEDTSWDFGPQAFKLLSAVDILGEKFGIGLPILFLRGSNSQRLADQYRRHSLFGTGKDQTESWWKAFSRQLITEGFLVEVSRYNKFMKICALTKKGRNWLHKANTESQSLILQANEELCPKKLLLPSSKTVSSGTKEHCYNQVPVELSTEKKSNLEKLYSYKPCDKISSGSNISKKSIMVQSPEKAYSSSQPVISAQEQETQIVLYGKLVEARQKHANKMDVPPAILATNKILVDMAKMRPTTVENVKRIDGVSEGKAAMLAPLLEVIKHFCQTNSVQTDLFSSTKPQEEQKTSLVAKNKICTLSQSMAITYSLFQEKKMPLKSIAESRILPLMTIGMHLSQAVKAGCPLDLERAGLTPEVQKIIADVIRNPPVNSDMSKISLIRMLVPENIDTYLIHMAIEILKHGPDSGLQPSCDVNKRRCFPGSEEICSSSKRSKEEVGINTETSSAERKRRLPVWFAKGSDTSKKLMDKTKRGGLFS
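WRN at 20 nM final preincubated with compound 15 min at room temperature; reaction started with 100 nM fluorophore/quencher forked duplex oligonucleotide and 2 mM ATP final. Unwinding followed kinetically by red fluorescence (ex 525, em 598 nm).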
HT1080NT lethal: kills 2HG-producing HT-1080-NT fibrosarcoma cells; Potency, µM (titrated, usually from 46.1 µM), without a hit: at the highest dose activity, negative = less viability, most hits filed as cytotoxic; HT-1080-NT fibrosarcoma viability, CellTiter-Glo ATP luminescence, 48 h; AID 686970; 1.6% of 360,000 active;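 note: NT is the 2HG producing partner of a matched IDH1 knockdown line; potency is the fitted concentration of half-maximal effect; 0% = DMSO-treated cells and -100% = media-only wells without cells; nearly all actives have a fitted effect of over 55% in size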
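HT-1080-NT fibrosarcoma cells (2HG-overproducing), 750 cells/well in RPMI with 5% FBS, dosed after 2 h and incubated 48 h at 37C. CellTiter-Glo luminescence normalized to DMSO and no-cell wells; concentration-response curves fitted and classed.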
An asterisk follows results filed as active; [ ] = dose if it differs, or a comment. Unless noted, calls come from the whole dose curve; as a rule, active = well fitted curve in the direction sought with a large enough effect; inconclusive = small, poorly fitted or top-dose-only effect, or another doubt; inactive = no such curve, though single readings can be large; an effect the other way counts as inactive or inconclusive.

`CCOc1cc(C(=O)N[C@@H](C)C(=O)N2CCC3(CC2)NCCc2[nH]cnc23)cc(OCC)c1OCC` gave KB-V1 cytotox 0%, SW480 rereplic -6%, HT1080 IDH1KD tx 1%, MCF10A rerep 0%, KB-3-1 tox 5%, IL1B secr inh -2, ATXN2 expr inh -2%, WRN inhibitor 13% and HT1080NT lethal 5%.
Cc1ccc(NC(=O)CN2C(=O)CSC2=O)cc1 was read as KB-V1 cytotox 16%, SW480 rereplic 1%, HT1080 IDH1KD tx 13%, MCF10A rerep -4%, KB-3-1 tox 0%, IL1B secr inh 11, ATXN2 expr inh 6%, WRN inhibitor -4% and HT1080NT lethal 9%.
For CC1(CC(=O)O)SC(=O)NC1=O (configuration not stated) the results were KB-V1 cytotox -3%, SW480 rereplic -7%, HT1080 IDH1KD tx 11%, MCF10A rerep 15%, KB-3-1 tox -6%, IL1B secr inh 4, ATXN2 expr inh 0%, WRN inhibitor 0% and HT1080NT lethal 15%.
C#Cc1ccc([C@@H]2C=C(C(=O)N3CCN(Cc4ccc5c(c4)OCO5)CC3)O[C@H](OCCCCO)C2)cc1 was read as KB-V1 cytotox -1%, SW480 rereplic -55%[inhibitor][9.22 µM], HT1080 IDH1KD tx -5%, MCF10A rerep inconclusive, KB-3-1 tox -3%, IL1B secr inh -20, ATXN2 expr inh -22%, WRN inhibitor -16%[11.6 µM] and HT1080NT lethal 7%.
Screening Cc1nc2ccccc2nc(=O)c1NNc1ccc([N+](=O)[O-])cc1 returned KB-V1 cytotox -23%, SW480 rereplic 1%, HT1080 IDH1KD tx -1%, MCF10A rerep 11%, KB-3-1 tox 0%, IL1B secr inh 4, ATXN2 expr inh -17%, WRN inhibitor -8% and HT1080NT lethal 15%.
O=C(CN(Cc1ccc(Br)cc1)S(=O)(=O)c1ccccc1)NCc1cccnc1 was read as SW480 rereplic 19%, HT1080 IDH1KD tx -7%, MCF10A rerep inconclusive, IL1B secr inh -17, ATXN2 expr inh -9%, WRN inhibitor -15% and HT1080NT lethal -8%.
Screening CC(C)CNc1ncnc2c1ncn2[C@H]1CN(Cc2ccc(-c3ccccc3)cc2)C[C@@H](CO)O1 returned KB-V1 cytotox inconclusive, HT1080 IDH1KD tx inconclusive, KB-3-1 tox inconclusive, IL1B secr inh -27, ATXN2 expr inh inconclusive, WRN inhibitor -4% and HT1080NT lethal 18µM*.
Screening C=C(C)c1cccc(C(C)(C)NC(=O)N2CCCC(C)C2)c1 (configuration not stated) returned KB-V1 cytotox -9%, SW480 rereplic -5%, HT1080 IDH1KD tx -7%, MCF10A rerep -1%, KB-3-1 tox -26%, IL1B secr inh 13, ATXN2 expr inh -35%, WRN inhibitor -8% and HT1080NT lethal -7%.
Screening Clc1ccc(OCCOCCN2CCCCC2)c(Br)c1 returned KB-V1 cytotox 14%, SW480 rereplic -12%, HT1080 IDH1KD tx 5%, MCF10A rerep 1%, KB-3-1 tox 6%, IL1B secr inh 0, WRN inhibitor -11% and HT1080NT lethal 10%.
Cc1ccc(Nc2cc(=O)oc3ccccc23)c(C)c1 was read as KB-V1 cytotox 8%, SW480 rereplic -19%, HT1080 IDH1KD tx 7%, MCF10A rerep 1%, KB-3-1 tox 6%, IL1B secr inh 0, WRN inhibitor 5% and HT1080NT lethal 12%.
`C=CCC[C@H](Cc1ccc(F)cc1)C(=O)OC[C@H](C)NC(=O)[C@@H](CC=C)CC(=O)N[C@H](CO)Cc1ccccc1` gave KB-V1 cytotox inconclusive, SW480 rereplic -3%, HT1080 IDH1KD tx -11%, MCF10A rerep 2%, KB-3-1 tox -3%, IL1B secr inh -2, ATXN2 expr inh -7%, WRN inhibitor -2% and HT1080NT lethal -17%.
For OCCNCCOc1ccccc1F the results were KB-V1 cytotox 17%, SW480 rereplic -4%, HT1080 IDH1KD tx 2%, MCF10A rerep 1%, KB-3-1 tox -2%, IL1B secr inh -16, ATXN2 expr inh 0%, WRN inhibitor 2% and HT1080NT lethal 4%.
`COc1ccc(S(=O)(=O)n2nc(-n3c(C)ccc3C)c3c(F)cccc32)cc1OC` gave KB-V1 cytotox inconclusive, SW480 rereplic -4%[9.22 µM], HT1080 IDH1KD tx 0%, MCF10A rerep 3%, KB-3-1 tox inconclusive, IL1B secr inh -6, ATXN2 expr inh -18%, WRN inhibitor -24% and HT1080NT lethal -4%.
Screening Cc1ccc2c(c1)[C@H]1[C@H](CO2)[C@H](c2ccccc2)[C@]2(C)C(=O)N(C)CC(=O)N12 returned KB-V1 cytotox -17%, SW480 rereplic 2%, HT1080 IDH1KD tx -1%, MCF10A rerep -29%, KB-3-1 tox -11%, IL1B secr inh 28, ATXN2 expr inh -10%, WRN inhibitor -4% and HT1080NT lethal -5%.
For CCOC(=O)CS(=O)(=O)CC(=O)Nc1ccc([N+](=O)[O-])cc1OC the results were KB-V1 cytotox 1%, SW480 rereplic 0%, HT1080 IDH1KD tx 11%, MCF10A rerep 2%, KB-3-1 tox 0%, IL1B secr inh -24, ATXN2 expr inh -19%, WRN inhibitor -8% and HT1080NT lethal 3%.
O=C(c1ccccc1)N1CCOC12CCN(c1ncc(C(F)(F)F)cc1Cl)CC2 was read as KB-V1 cytotox inconclusive, SW480 rereplic -5%, HT1080 IDH1KD tx -30%, MCF10A rerep -2%, KB-3-1 tox -1%, IL1B secr inh -30, ATXN2 expr inh -19%, WRN inhibitor -8% and HT1080NT lethal -22%.
Screening COC(=O)c1ccc(NS(=O)(=O)c2cc3c4c(c2)CCC(=O)N4CCC3)cc1 returned KB-V1 cytotox 0%, SW480 rereplic 26%, HT1080 IDH1KD tx -5%, MCF10A rerep 9%, KB-3-1 tox -12%, IL1B secr inh 7, ATXN2 expr inh 15%, WRN inhibitor -1% and HT1080NT lethal -2%.
For CC(=O)N1CCC(N(CCN2CCOCC2)C(=S)Nc2c(C)cccc2C)CC1 the results were KB-V1 cytotox -1%, HT1080 IDH1KD tx 9%, MCF10A rerep -5%, KB-3-1 tox 13%, IL1B secr inh 29, ATXN2 expr inh -6%, WRN inhibitor -9% and HT1080NT lethal 12%.
`Cc1ccc(C(=O)NCC(=O)Nc2ccc(Cl)cc2)s1` gave KB-V1 cytotox -2%, SW480 rereplic -4%, HT1080 IDH1KD tx 0%, MCF10A rerep 1%, KB-3-1 tox 16%, IL1B secr inh 14, ATXN2 expr inh -6%, WRN inhibitor -27% and HT1080NT lethal 4%.
`Cc1cc(C)cc(NC(=O)C2CCCN(S(=O)(=O)c3ccc4[nH]c(=O)ccc4c3)C2)c1` (configuration not stated) gave KB-V1 cytotox 4%, SW480 rereplic -2%, HT1080 IDH1KD tx -10%, MCF10A rerep 10%, KB-3-1 tox -6%, IL1B secr inh -12, ATXN2 expr inh 8%, WRN inhibitor -7% and HT1080NT lethal -5%.
Screening O=C1CCN(CC2CCCCC2)C=C1C(=O)c1ccccc1 returned KB-V1 cytotox -4%, SW480 rereplic inconclusive, HT1080 IDH1KD tx 22%, MCF10A rerep 4%, KB-3-1 tox 10%, IL1B secr inh inconclusive, ATXN2 expr inh -4%, WRN inhibitor -5% and HT1080NT lethal 18%.
O=C(O)c1ccc(NC(=S)NC(=O)c2ccc(-c3ccccc3)cc2)cc1 was read as KB-V1 cytotox 0%, SW480 rereplic -10%, HT1080 IDH1KD tx inconclusive, MCF10A rerep inconclusive, KB-3-1 tox -4%, IL1B secr inh inconclusive, ATXN2 expr inh 45%[activator], WRN inhibitor -34% and HT1080NT lethal inconclusive.
Screening COc1ccc(OC)c(S(=O)(=O)N2Cc3ccccc3CC2C(=O)O)c1 (configuration not stated) returned KB-V1 cytotox -7%, SW480 rereplic -1%, HT1080 IDH1KD tx 9%, MCF10A rerep -3%, KB-3-1 tox 1%, IL1B secr inh 18, ATXN2 expr inh -1%, WRN inhibitor -5% and HT1080NT lethal -4%.
`Cc1sc(NC(=O)c2ccc(F)cc2)c(CN2CCCCCC2)c1C` gave KB-V1 cytotox inconclusive, SW480 rereplic 14%, HT1080 IDH1KD tx -8%, MCF10A rerep 13%, KB-3-1 tox 0%, IL1B secr inh -28, ATXN2 expr inh 22%, WRN inhibitor 0% and HT1080NT lethal -2%.
For Nc1nonc1-c1nc2ccccc2n1CCC(=O)O the results were KB-V1 cytotox 4%, SW480 rereplic -2%, HT1080 IDH1KD tx 0%, MCF10A rerep 2%, KB-3-1 tox -1%, IL1B secr inh 8, ATXN2 expr inh 28%, WRN inhibitor -18% and HT1080NT lethal 1%.
`COc1ccccc1NC(=S)N1CCCCCC1` gave KB-V1 cytotox -16%, SW480 rereplic -5%, HT1080 IDH1KD tx 11%, MCF10A rerep 0%, KB-3-1 tox 8%, IL1B secr inh 17, ATXN2 expr inh -4%, WRN inhibitor 9% and HT1080NT lethal 2%.
`COc1ccc(NC(=O)CN2C(=O)NC(C)(c3ccc(C)cc3)C2=O)cn1` (configuration not stated) gave KB-V1 cytotox 0%, SW480 rereplic -5%, HT1080 IDH1KD tx 0%, MCF10A rerep -7%, KB-3-1 tox inconclusive, IL1B secr inh 9, ATXN2 expr inh -4%, WRN inhibitor -9% and HT1080NT lethal 0%.
`COc1cc(CN2C[C@@H](CO)O[C@@H](n3cnc4c(NC(C)C)ncnc43)C2)cc(OC)c1OC` gave KB-V1 cytotox -1%, HT1080 IDH1KD tx 5%, KB-3-1 tox 0%, IL1B secr inh -4, ATXN2 expr inh 15%, WRN inhibitor 1% and HT1080NT lethal inconclusive.
